Compound activity from PubChem BioAssay.
ROC1-CUL1 inh – inhibitors of human ROC1-CUL1 ubiquitin ligase activity. 140,000 tested, 0.6% active. inhibition, % at 10 µM. P62877+Q13616. AID 1347404. in vitro K48 di-Ub FRET, acceptor:donor ratio, 45 min; in the data active = inhibition above about 25%
Target sequence (P62877 whole entry, looked up): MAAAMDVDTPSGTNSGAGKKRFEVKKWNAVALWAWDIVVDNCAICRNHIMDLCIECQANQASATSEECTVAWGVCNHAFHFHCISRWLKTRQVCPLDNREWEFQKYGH
Target sequence (Q13616 whole entry, looked up): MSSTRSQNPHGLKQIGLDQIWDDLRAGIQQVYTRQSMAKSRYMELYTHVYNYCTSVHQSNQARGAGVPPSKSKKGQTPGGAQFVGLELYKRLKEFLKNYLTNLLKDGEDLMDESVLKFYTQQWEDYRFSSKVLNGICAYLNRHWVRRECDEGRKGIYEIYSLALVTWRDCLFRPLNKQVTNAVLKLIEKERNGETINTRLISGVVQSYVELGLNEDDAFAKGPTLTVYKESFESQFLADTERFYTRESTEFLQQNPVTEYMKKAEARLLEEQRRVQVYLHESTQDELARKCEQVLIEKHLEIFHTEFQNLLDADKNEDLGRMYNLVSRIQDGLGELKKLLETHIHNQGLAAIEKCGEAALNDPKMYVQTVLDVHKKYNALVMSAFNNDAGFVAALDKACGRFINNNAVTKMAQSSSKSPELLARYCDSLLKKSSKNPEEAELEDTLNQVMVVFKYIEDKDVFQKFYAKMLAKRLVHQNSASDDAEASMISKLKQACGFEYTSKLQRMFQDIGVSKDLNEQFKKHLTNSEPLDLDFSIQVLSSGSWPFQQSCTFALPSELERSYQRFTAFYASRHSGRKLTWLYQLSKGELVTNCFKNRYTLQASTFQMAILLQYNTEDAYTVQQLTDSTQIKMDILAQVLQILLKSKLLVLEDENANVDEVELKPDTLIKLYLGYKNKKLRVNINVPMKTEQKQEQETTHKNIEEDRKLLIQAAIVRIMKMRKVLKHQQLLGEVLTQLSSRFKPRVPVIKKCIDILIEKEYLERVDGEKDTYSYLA
Active calls of the source: *. This is a subset (hit frequency here may not be typical).

ROC1-CUL1 inh,SMILES
2,COc1cc(/C=N\Nc2nc(-c3ccc(Br)cc3)cs2)cc(OC)c1OC
13,O=c1[nH]c2ccc(NCc3ccc(-c4cccc(Cl)c4)o3)cc2[nH]1
-5,CCC(=O)N(CCN1CCCCC1)CC1CCCN(C2CCCC2)C1 (stereo not given)
1,Cc1ccc(CN(C)C(=O)C2CCCN(C3CCN(C(=O)C4CC4)CC3)C2)cc1 (stereo not given)
0,CN(C)c1ccc(CNS(=O)(=O)c2ccc(-c3cc(C(F)(F)F)on3)s2)cc1
-7,CCc1ccc(-n2c(SCC(=O)Nc3ccccc3C)nc3sc4c(c3c2=O)CCCC4)cc1
0,Cc1nc(N2CCCC2)c2c(C(=O)N3CCN(c4cc(Cl)ccc4C)CC3)c(C)oc2n1
-7,Cc1c(Cl)cccc1NC(=O)c1ccc2nc(C(C)C)oc2c1
3,COc1ccc(NC(=O)C2CCN(c3nc(-c4ccc(OC)c(OC)c4)no3)CC2)cc1Cl
0,CC1CCCCC1NCc1ccco1 (stereo not given)
-2,Cc1ccc(NC(=O)Cc2noc3ccccc23)nc1
-9,O=C(O)CCC(=O)Nc1cccnc1
-1,COc1cccc(-c2ccc(NC(=O)C3CCCN(C(=O)CC(F)(F)F)C3)cc2)c1 (stereo not given)
8,COc1ccccc1OC(=O)c1ccc(Br)cc1Br
6,O=C(NC(=S)Nc1nc(-c2ccc(Br)cc2)cs1)c1cccnc1
5,O=S(=O)(c1cccc(Cl)c1)N1CCN(C(c2ccccc2)c2ccccc2)CC1
-1,Cc1nc(C2CCNCC2)cc(N(C)Cc2nc(C(C)C)no2)n1
3,C=CCn1c(CNC(=O)c2ccco2)nnc1SCC(=O)N1CCN(c2ccccc2)CC1
-10,CCOc1ccc2nc(N3CCCC3C(=O)NCCCn3cccn3)nc(C)c2c1 (stereo not given)
2,COc1ccc2nc(SCCOC(=O)c3ccccc3)nc(C)c2c1
5,Cc1ccc2c(C)c(C(=O)NCCc3cnn(C)c3)oc2c1C
1,CCOc1ccc(CCNC(=O)c2nnc(Cc3cc(OC)c(OC)c(OC)c3)o2)cc1OCC
0,COc1cc(N2C(=O)CSC23C(=O)N(Cc2ccc(C)cc2)c2ccccc23)cc(OC)c1OC (stereo not given)
12,Cc1cccn2c(=O)c3cc(C(=O)NCCO)n(Cc4ccccc4)c3nc12
-5,CC(C)c1ccc(NC(=O)CN2C(=O)COc3ccc(S(=O)(=O)N4CCCCCC4)cc32)cc1
-5,C=CCNS(=O)(=O)Cc1ccc(Br)cc1
4,CCCOc1cccc(C(=O)N2CCC3(CC2)OCCO3)c1
10,O=C(Cc1ccc(N2CCC(NCCc3cccc4ccccc34)CC2)cc1)N1CCC(O)CC1
1,CSc1nc(SC)c2c3c(sc2n1)CN(Cc1ccccc1)CC3
6,CCSc1nnc(NC(=O)CSc2nc(-c3ccc(OC)cc3)cc(C(F)(F)F)c2C#N)s1

Part of the list above, as comma-separated lines:
Structure,ROC1-CUL1 inh
COc1cc(/C=N\Nc2nc(-c3ccc(Br)cc3)cs2)cc(OC)c1OC,2
O=c1[nH]c2ccc(NCc3ccc(-c4cccc(Cl)c4)o3)cc2[nH]1,13
CCC(=O)N(CCN1CCCCC1)CC1CCCN(C2CCCC2)C1 (stereo not given),-5
Cc1ccc(CN(C)C(=O)C2CCCN(C3CCN(C(=O)C4CC4)CC3)C2)cc1 (stereo not given),1
CN(C)c1ccc(CNS(=O)(=O)c2ccc(-c3cc(C(F)(F)F)on3)s2)cc1,0
CCc1ccc(-n2c(SCC(=O)Nc3ccccc3C)nc3sc4c(c3c2=O)CCCC4)cc1,-7
Cc1nc(N2CCCC2)c2c(C(=O)N3CCN(c4cc(Cl)ccc4C)CC3)c(C)oc2n1,0
Cc1c(Cl)cccc1NC(=O)c1ccc2nc(C(C)C)oc2c1,-7
COc1ccc(NC(=O)C2CCN(c3nc(-c4ccc(OC)c(OC)c4)no3)CC2)cc1Cl,3
CC1CCCCC1NCc1ccco1 (stereo not given),0
Cc1ccc(NC(=O)Cc2noc3ccccc23)nc1,-2
O=C(O)CCC(=O)Nc1cccnc1,-9
COc1cccc(-c2ccc(NC(=O)C3CCCN(C(=O)CC(F)(F)F)C3)cc2)c1 (stereo not given),-1
COc1ccccc1OC(=O)c1ccc(Br)cc1Br,8
O=C(NC(=S)Nc1nc(-c2ccc(Br)cc2)cs1)c1cccnc1,6
O=S(=O)(c1cccc(Cl)c1)N1CCN(C(c2ccccc2)c2ccccc2)CC1,5
Cc1nc(C2CCNCC2)cc(N(C)Cc2nc(C(C)C)no2)n1,-1
C=CCn1c(CNC(=O)c2ccco2)nnc1SCC(=O)N1CCN(c2ccccc2)CC1,3
CCOc1ccc2nc(N3CCCC3C(=O)NCCCn3cccn3)nc(C)c2c1 (stereo not given),-10

More entries follow:
ROC1-CUL1 inh,SMILES
6,COC(=O)c1ccc(Br)c(S(=O)(=O)N2CCCCC2)c1
8,COc1cccc(CN2CCCC3(CCN(Cc4ccc(CO)o4)C3)C2)c1OC (stereo not given)
30*,CCOC(=O)c1c(C)sc(-c2c(-c3ccc4c(c3)OCCO4)[nH]c3c2c(=O)[nH]c(=O)n3C)c1O
-3,CCc1ccccc1NC(=O)N=C1C(=O)N(c2ccccc2)N(C)C1C (stereo not given)
-7,COc1cccc(C(=O)COC(=O)CN2C(=O)c3c(Cl)c(Cl)c(Cl)c(Cl)c3C2=O)c1
89*,COc1ccc(/C=C(/S)C(=O)O)cc1
13,CC(=O)N1CCC[C@H]1C(=O)N1CCOc2ccc(CN3CCC(OCc4ccccc4)CC3)cc2C1
0,COc1cc(/C=C2/C(=O)NN(c3ccc(C)c(C)c3)C2=O)ccc1OCC(=O)N1CCOCC1
-5,Oc1ccccc1N=C(C(=Nc1ccccc1O)c1ccccc1)c1ccccc1
-2,CC(Oc1cc(Cl)ccc1Cl)C(=O)N1CCN(c2ncccn2)CC1 (stereo not given)
3,CCCCn1c(CN2CCC(C(=O)N3CCCCC3)CC2)cnc1S(=O)(=O)CC
6,Cc1ccc(NS(=O)(=O)c2c(C)nc3sc(C)cn3c2=O)c(C)c1
0,OCC1OC(Nc2ccc(-c3ccc(NC4CC(O)C(O)C(CO)O4)cc3)cc2)CC(O)C1O (stereo not given)
16,CN(C(=O)CSc1nnc(-c2ccc([N+](=O)[O-])cc2)o1)c1ccccc1
3,COC(=O)C1CCN(C(=O)CC2(c3ccc(-c4ccccc4)cc3)CC(=O)N(C3CC3)C2=O)CC1 (stereo not given)
-4,CCCN1CCC(CC(=O)N2CCCC(Nc3ccccc3)C2)CC1 (stereo not given)
3,CCN(C(=O)c1ccc(OC(C)C)cc1)c1ccccc1
-8,O=S(=O)(Cc1cccc(Cl)c1)NCc1ccncc1
1,CC1(C)CC(=O)C2(CC3=C(CC(C)(C)CC3=O)O2)C(=O)C1
-2,Cc1ccc(Cn2ccnc2SCC(=O)NCc2ccccc2Cl)cc1
0,O=C1OCCN1c1nnc(SCc2ccc(F)cc2)s1
6,CC(C)Oc1ccc2ccccc2c1/C=N\NC(=O)c1cc2c(ccc3ccccc32)o1
-13,CCOc1ccc(OCC)c(NC(=O)C2CCCN(S(=O)(=O)c3ccc(C)cc3)C2)c1 (stereo not given)
0,CC(O)C12c3ccccc3C(c3ccccc31)C1C(=O)N(c3ccc(Cl)cc3Cl)C(=O)C12 (stereo not given)
-3,Cc1c(CCC(=O)N2CCCCC2)c(=O)oc2cc3occ(C(C)(C)C)c3cc12
-3,CC(=O)Nc1ccc2n(c1)c1ccccc1[n+]2CC(=O)N1CCOCC1
1,COc1ccc(CN2CCN(C(C)=O)CC2)cc1OCC(O)CN1CCCN(C)CC1 (stereo not given)
7,COc1ccc(NC(=O)c2cc([N+](=O)[O-])ccc2Cl)c(OC)c1
-1,CNCCCNC(=O)/C(=N\O)c1ccccn1
8,Cc1ccccc1Cn1nc(C)c(NC(=O)c2cncc(C(=O)Nc3c(C)nn(Cc4ccccc4C)c3C)c2)c1C
16,CCOC(=O)N1CCN(c2ncc3c(n2)CC(c2ccc(Cl)cc2)CC3=O)CC1 (stereo not given)
-2,O=C(COc1ccc(Cl)cc1Cl)NC1(C(=O)NC2CCCC2)CCCCC1
-4,CCCCC(=O)Nc1ccc(O)cc1C
7,CCC(=O)Nc1cccc(Cl)c1N1CCN(C(=O)C(C)C)CC1
4,O=C(NC1CC1)c1ccc(Cn2c(SCc3ccccc3F)nc3cccnc32)cc1
-8,CCC(CC)c1nc(C#N)c(NC(C)c2ccccc2)o1 (stereo not given)
-3,O=S(=O)(Nc1ccccn1)c1ccc(Br)cc1Br
2,c1ccc(Cc2nnc3sc(-c4ccco4)nn23)cc1
1,COc1cccc(NC(=O)CSc2nccn2Cc2ccc3c(c2)OCO3)c1
-5,O=[N+]([O-])c1ccc2c(c1)c1ccccc1n2Cc1ccccc1
-2,CCOC(=O)c1c(-c2ccc(-c3ccccc3)cc2)csc1NC(=O)CCNCc1ccco1
-1,CCOC(=O)COc1ccc(/C=C2\SC(=Nc3ccc(OC)cc3)N(CC)C2=O)cc1Cl
-14,O=[N+]([O-])c1ccc(NC2CCCC2)cc1
4,N#C/C(=C\c1ccccc1)c1nc(-c2cc3cc(Br)ccc3oc2=O)cs1
6,Cc1cccc(CNC(=O)c2ccc(N3Cc4ccccc4Oc4ncccc43)s2)c1
4,COc1ccc(C2(C(=O)Nc3ccccc3)CCOCC2)cc1
-4,O=C(N/N=C/c1ccoc1)c1cccc(OC(F)(F)C(F)F)c1
-14,Cc1ccc(-c2nnc(SCc3ccc(Cl)cc3)n2-c2ccccc2)cc1
-12,O=C(Cc1ccc(Cl)cc1)Nc1ccc(NC(=O)c2ccco2)cc1
-4,Cc1cccc(NC(=O)CN2C(=O)N=C(Cc3cccn3-c3ccc(Br)cc3)C2=O)c1
0,CCOC(=O)c1cccc(NC(=O)Nc2ccc3c(c2)N(C)C(=O)c2ccccc2S3)c1
8,FC(F)(F)c1cccnc1Sc1cn[nH]n1
5,Cc1ccc(C)c(N(C(C)C(=O)NC2CCCC2)S(C)(=O)=O)c1 (stereo not given)
0,Cc1ccc(SCCOCCN2CCc3ccccc3C2)cc1
4,COc1ccc2oc(-c3ccc(C)c(NC(=O)COc4cc(C)cc(C)c4)c3)nc2c1
0,CCOc1ccccc1CNC(=O)CN1C(=O)c2cccnc2Oc2ccc(C)cc21
-5,N#C/C(=C/c1cccc(Oc2ccccc2)c1)C(N)=O
-3,CCc1ccc(N2C(=O)NC(=O)C(C(C)=O)C2=O)cc1 (stereo not given)
-2,CC1=NN(C(=O)Cn2nc([N+](=O)[O-])c(Br)c2C)C(O)(C(F)(F)F)C1 (stereo not given)
-8,COc1ccc(NC(=O)c2sc3nc(C)c(C(=O)Nc4ccc(C)cc4C)c(-c4ccccc4Cl)c3c2N)cc1

Continued:
ROC1-CUL1 inh,SMILES
11,O=C(Nc1ccc(F)cc1F)c1ccccc1NC(=O)C1CCCCC1C(=O)O (stereo not given)
-1,c1ccc(CCSc2ncn[nH]2)cc1
8,O=C(Nc1cccc(C(F)(F)F)c1)c1cc2n(n1)C(C(F)(F)F)CC(c1ccc(Br)cc1)N2 (stereo not given)
0,COc1ccc(CNC(=O)C2=Cc3cccc(OC)c3OC2)cc1OC
2,COc1ccc(CN(C(=O)Nc2cccc(OC)c2)C2CCN(C(C)=O)CC2)cc1
2,O=C(N/N=C/c1cc(Cl)c(O)c(Cl)c1)C(O)(c1ccccc1)c1ccccc1
-1,CCc1ccc(S(=O)(=O)N2CCCC(CNS(=O)(=O)c3cccs3)C2)s1 (stereo not given)
-6,COc1ccc(OC)c(CN2CCOc3ccc(C(O)Cc4ccccc4)cc3C2)c1 (stereo not given)
-16,CCOc1ccc(NC(=O)CC2C(=O)N(c3ccc(OC)cc3)C(=O)N2CCC2=CCCCC2)cc1 (stereo not given)
-8,COC(=O)c1c(-c2ccccc2)csc1NC(=O)c1ccccc1Cl
-1,COc1ccccc1CNC(=O)C/C(C)=N/NC(=O)Cc1ccc(OC)c(OC)c1
8,CC(C)(OC(=O)c1cc2ccccc2oc1=O)C(Cl)(Cl)Cl
-2,CCn1c(COc2ccc(Cl)cc2)nnc1SCC(=O)c1ccccc1
-5,Cc1cc(-c2ccc(C)c(S(=O)(=O)Nc3ccc(C)c(N(C)C)c3)c2)on1
6,CN(Cc1cnn(C)c1)CC1CCCN(CCc2ccccc2F)C1 (stereo not given)
7,CCOC(=O)c1ccc(N=C2S/C(=N\N=C\c3ccc(OC)c(OC)c3)N(c3ccccc3)C2=Nc2ccc(C(=O)OCC)cc2)cc1
6,COc1ccc(CCNc2nc3cc(OC)c(OC)cc3c3nc(-c4ccccc4)nn23)cc1OC
4,COc1ccc(NC(=O)CSc2cn(CCNC(=O)c3c(F)cccc3F)c3ccccc23)cc1
-2,CC(C)(C)C1CCC2=NC(=S)C(C#N)=C(c3cccs3)C2C1 (stereo not given)
8,CC(C)=CCC1C(=O)c2ccccc2N(C)C1=O (stereo not given)
-10,COc1ccc(NC(=O)C2C(C)=Nc3nc(SCc4ccccc4C)nn3C2c2cc(OC)c(O)c(OC)c2)cc1 (stereo not given)
2,Cc1ccc(OCc2nc(-c3ccncc3)n[nH]2)cc1
-1,COc1ccc2occ(C(=O)c3coc4ccc(O)c(CN5CCOCC5)c34)c2c1
-12,COC(=O)C1C2CCC(C2)C1C(=O)OCC(=O)c1ccccc1 (stereo not given)
3,CCOC(=O)c1sc(NC(=O)c2sc3nc(-c4ccc5c(c4)OCCO5)cc(C(F)(F)F)c3c2N)c(C#N)c1C
5,COC(=O)CCC(=O)N1CCC2(CCCN(Cc3cccc(F)c3F)C2=O)C1 (stereo not given)
3,COc1ccc(CCNC(=O)CCCCn2c(=O)c3ccccc3n(CC(=O)Nc3c(C)cccc3C)c2=O)cc1OC
-6,O=C(NCCc1ccccc1)c1cc(Nc2ccccc2)nc2ccccc12
4,O=C(O)C1CCCCC1C(=O)Nc1ccccc1C(=O)N1CCN(c2ccccc2)CC1 (stereo not given)
-1,O=C(NC(=S)Nc1ccc(S(=O)(=O)N2CCCC2)cc1)c1ccc(Br)o1
2,O=C(O)c1ccccc1NC1=Nc2ccccc2CC1
